# a7 integrin act – activators of alpha7 integrin expression for muscular dystrophy | 0.064% of 350,000 active | alpha7betagal myoblasts, beta-gal FDG fluorescence, 48 h | Potency, µM (series often up to 38.3 µM), for inactives: at the highest dose activation, usual class: activators;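 also: potency is read from the fitted curve at half-maximal effect; 100% = response of the positive control SU9516; nearly all actives have a fitted effect of over 60% in size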
#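 alpha7betagal+/- myoblasts (passage 13, 250/well) treated 48 h at 37C with compounds at 1:260 dilution of DMSO stock. Lysed, then beta-galactosidase activity read as FDG fluorescence (ex 480/em 540) after 30 min, with pre-read for autofluorescence.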
# TSHR antagonist – antagonists of human thyroid stimulating hormone receptor; P16473; TSHR-expressing cells, TSH-stimulated cAMP HTRF, 2 h; hits give low values; activity change, negative = inhibition, % at 11.5 µM; 0.2% of 330,000 active; AID 504810;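 active = activity change below a set negative limit, meaning inhibition stronger than a set level, cut at about -70% in these data; inconclusive = activity change between two set negative limits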; also: % is scaled to controls: 0 for no effect and ±100 for the full control effect
#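 Read-out is FRET at 665 nm (cryptate excitation 337 nm) from a cryptate-tagged anti-cAMP antibody, competed by cell cAMP against cAMP-d2. Compounds are tested on freshly harvested TSHR cells challenged with 4nM TSH (EC80) for 2 hours at 37 deg C.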
# Menin-MLL TR inh – displaces Texas Red mutant MLL peptide from human menin | O00255 | Potency, µM (series often up to 61.6 µM), for inactives: at the top dose FP activity change, negative = inhibition, most hits filed as inhibitors | 0.23% of 270,000 active | Menin + Texas Red MLL mutant peptide, fluorescence polarization; active = well fitted inhibition curve with a large enough effect in the polarisation, with a control signal flat, not every such curve was filed as active; inconclusive = small, poorly fitted or top-dose-only effect, or effect the other way, or a change in a side signal; inactive = no such curve, though single readings can be large or run the other way; the % refers to the polarisation; also: potency is read from the fitted curve at half-maximal effect; % of control where 0% means no effect; many of its hits are not listed in these tables
# TSG101-PTAP inh – blocks PTAP/TSG101 interaction to inhibit HIV-1 budding; 340,000 tested, under 10 active; Q99816; Fluorescence polarization, FITC-PTAP peptide / Tsg101 binding; Potency, µM (series often up to 115 µM), for the others: top-dose activity change, negative = inhibition, usual class: inhibitors; active = well fitted inhibition curve with a large enough effect in the main read-out, with a control signal flat, not every such curve was filed as active; inconclusive = small, poorly fitted or top-dose-only effect, or effect the other way, or a change in a side signal; inactive = no such curve, though single readings can be large or run the other way; also: potency is read from the fitted curve at half-maximal effect; % of control where 0% means no effect
#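 FP read-out: FITC-PTAP peptide, 50 nM final, binding Tsg101 binding domain, 10 uM final; 20 min, r.t.; 10 mM HEPES pH 7.5, 0.15 M NaCl, 0.01% Tween 20, 3 mM EDTA, 0.1 mM TCEP.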
# MBNL1-CUG inh – MBNL1-poly(CUG) RNA binding inhibition | 0.036% of 280,000 active | TR-FRET MBNL1-His/biotin-(CUG)12 binding, 665/545 ratio | Potency, µM (top dose mostly 57.5 µM), for the others: top-dose activity change, negative = inhibition, most hits filed as inhibitors; active = well fitted inhibition curve with a large enough effect in the signal ratio, with a control signal flat, not every such curve was filed as active; inconclusive = small, poorly fitted or top-dose-only effect, or effect the other way, or a change in a side signal; inactive = no such curve, though single readings can be large or run the other way; the % refers to the signal ratio; also: potency is read from the fitted curve at half-maximal effect; % is scaled to controls: 0 for no effect and ±100 for the full control effect
# Target sequence (Q9NR56 whole entry, looked up): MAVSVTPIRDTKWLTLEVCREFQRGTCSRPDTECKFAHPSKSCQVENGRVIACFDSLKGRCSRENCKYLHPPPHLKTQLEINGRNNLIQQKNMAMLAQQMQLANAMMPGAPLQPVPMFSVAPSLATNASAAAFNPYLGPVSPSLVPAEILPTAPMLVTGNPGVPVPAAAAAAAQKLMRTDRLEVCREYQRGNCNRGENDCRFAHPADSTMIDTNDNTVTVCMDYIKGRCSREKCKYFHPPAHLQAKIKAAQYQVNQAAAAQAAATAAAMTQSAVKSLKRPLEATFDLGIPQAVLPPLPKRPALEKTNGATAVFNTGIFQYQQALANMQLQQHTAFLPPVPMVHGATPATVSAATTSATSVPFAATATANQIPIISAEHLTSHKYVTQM
#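 Inhibition of protein-RNA binding appears as loss of TR-FRET between terbium anti-His antibody on MBNL1-His and streptavidin-XL665 on biotin-(CUG)12. Activity is normalized to buffer-only and uninhibited-complex controls.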
# TCR act – T cell receptor activation. primary human leukocytes, anti-CD3, IL-2 HTRF, 48 h. Potency, µM (doses to about 9.22 µM), for inactives: at the top dose activation of IL-2 secretion, hits mostly activators. 330,000 tested, under 10 active. AID 504894; also: % of control where 0% means no effect
#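 Primary human leukocytes receive a-CD3 beads and test compound and are incubated 48 hr. Secreted IL-2 is then assayed by HTRF, measuring 665nm acceptor emission after 320nm excitation of the europium donor.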
# S-ASM inh – human S-ASM enzyme inhibition; P17405; placental ASM, HMU-PC fluorogenic substrate, 60 min; Potency, µM (doses to about 57.5 µM), inactives show top-dose activity change, negative = inhibition, most hits filed as inhibitors; 0.006% of 340,000 active; also: potency is read from the fitted curve at half-maximal effect
# Target sequence (P17405 47-631 limits assumed): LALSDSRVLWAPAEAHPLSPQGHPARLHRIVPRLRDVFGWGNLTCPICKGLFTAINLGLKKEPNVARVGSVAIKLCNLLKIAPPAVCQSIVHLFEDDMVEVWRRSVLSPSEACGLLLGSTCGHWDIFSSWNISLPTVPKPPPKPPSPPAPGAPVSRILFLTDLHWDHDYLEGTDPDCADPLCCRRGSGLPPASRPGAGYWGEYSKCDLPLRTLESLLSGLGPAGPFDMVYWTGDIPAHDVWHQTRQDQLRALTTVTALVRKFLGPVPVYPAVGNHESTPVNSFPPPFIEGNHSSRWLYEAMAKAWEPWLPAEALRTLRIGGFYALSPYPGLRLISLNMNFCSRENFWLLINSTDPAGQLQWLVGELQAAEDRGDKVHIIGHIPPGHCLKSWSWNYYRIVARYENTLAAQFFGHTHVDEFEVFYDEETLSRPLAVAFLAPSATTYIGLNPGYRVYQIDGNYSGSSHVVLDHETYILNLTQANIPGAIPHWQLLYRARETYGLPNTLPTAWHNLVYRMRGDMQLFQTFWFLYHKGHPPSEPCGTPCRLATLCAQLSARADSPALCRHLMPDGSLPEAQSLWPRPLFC
#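 Fluorogenic HMU-PC substrate (9 uM final) is turned over by placental ASM in 60 min at 37 C after a 10 min compound preincubation. Reaction ended by alkaline stop (pH 10), with fluorescence read at 386/447 nm.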
# Mito fusion yeast – blocks mitochondrial division or promotes mitochondrial fusion | S. cerevisiae fusion-defective mutant growth rescue, CellTiterGlo 48 h | Potency, µM (top dose mostly 46.1 µM), without a hit: at the top dose growth rescue (activation), usual class: activators | 0.23% of 320,000 active | AID 485298;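 also: potency is read from the fitted curve at half-maximal effect; % of control where 0% means no effect; nearly all actives have a fitted effect of over 45% in size; temperature-sensitive fusion mutants such as fzo1-1 at 37 °C on non-fermentable ethanol glycerol medium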
#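 Yeast fusion mutant, YPEG (non-fermentable carbon), compound, 48 h at 37C non-permissive; CellTiterGlo added, 10 min RT, luminescence read. Rescued growth = division inhibition.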
# CXXC DNA block – blocks binding of human MLL CXXC domain to DNA. MLL-CXXC / FITC-HOXA9 DNA fluorescence polarization. 0.037% of 290,000 active. Q03164. Potency, µM (doses to about 115 µM), for the others: at the highest dose activity change, negative = inhibition, hits mostly inhibitors; active = well fitted inhibition curve with a large enough effect in the polarisation, with a control signal flat, not every such curve was filed as active; inconclusive = small, poorly fitted or top-dose-only effect, or effect the other way, or a change in a side signal; inactive = no such curve, though single readings can be large or run the other way; the % refers to the polarisation; also: potency is read from the fitted curve at half-maximal effect
#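 Fluorescence polarization: 7 uM MLL-CXXC (stock) preincubated 5 min with compounds, then 50 nM fluorescein-HOX-A9 DNA (stock) added; 30 min ambient. Buffer 50 mM Tris-HCl pH 7.5, 50 mM NaCl, 1 mM DTT, 0.05% BSA.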
# A-T KAP1 phos – candidate therapy for ataxia-telangiectasia. […] A-T fibroblasts, KAP-1 phosphorylation AlphaLISA; neocarzinostatin DNA damage 30 min before lysis. Potency, µM (series often up to 57.5 µM), for the others: at the top dose activation, most hits filed as activators. 0.19% of 320,000 active; also: potency is read from the fitted curve at half-maximal effect; % of control where 0% means no effect; nearly all actives have a fitted effect of over 45% in size
#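 hTERT-immortalized A-T patient fibroblasts ([…]), 500 cells/well in OPTI-MEM, 1% FBS, got compounds for 60 min, then NCS for 30 min at 37C. Lysates were then assayed for phospho-KAP-1 by AlphaLISA (anti-pKAP1 donor, anti-KAP1 acceptor beads), 6 hr at 25C.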
# Starred values were filed as active, the others as inactive; i = inactive; ? = inconclusive; · = not tested or not shown; [ ] = another dose, or the depositor's remark. Unless noted, calls follow the shape of the dose curve; as a rule, active = well fitted curve in the direction sought with a large enough effect; inconclusive = small, poorly fitted or top-dose-only effect, or another doubt; inactive = no such curve, though single readings can be large; an effect the other way counts as inactive or inconclusive. These rows are one share of the data; the hit share may differ from the screen's.
SMILES,a7 integrin act,TSHR antagonist,Menin-MLL TR inh,TSG101-PTAP inh,MBNL1-CUG inh,TCR act,S-ASM inh,Mito fusion yeast,CXXC DNA block,A-T KAP1 phos
N#Cc1c(-n2cccc2C=O)sc2c1CCCC2,-21%,-10,5%,-2%,-3%,2%,0%,-2%,1%,-1%
Cc1ccccc1CC1(CO)CCCN(C(=O)c2ccc(F)cc2)C1 (stereo not drawn),18%,-7,-13%,-9%,7%,1%,-2%,2%,-10%,-2%
CC(=O)N1C=Cc2c(c(C)c3c([nH]c4ccccc43)c2C)C1,·,4,·,·,?,·,·,2%,?,11%
Cc1ccc(NS(=O)(=O)c2ccc3c(c2)oc(=O)n3C)c(C)c1,-5%,10,2%,-4%,-4%,-1%,0%,6%,0%,-6%
CCOC(=O)c1sc2nc(CSc3nc4ccccc4n3CC)[nH]c(=O)c2c1C,-8%,12,0%,1%,11%,0%,0%,1%,17%,0%
O=C(COC(=O)c1ccco1)Nc1nc2ccc([N+](=O)[O-])cc2s1,?,-11,·,0%,·,4%,-8%,3%,-9%,-13%
CCOC(=O)Cc1c(C)nc(Cc2ccc(OC(C)C)cc2)[nH]c1=O,0%,9,-5%,-3%,-2%,·,5%,4%,-3%,0%
Cc1ccc2nsnc2c1S(=O)(=O)N1CCCC1,-4%,-8,-8%,-1%,?,4%,-2%,2%,1%,-4%
O=C(/C=C/c1ccccc1)Nc1cccc(C(=O)O)c1,8%,-5,-2%,-2%,12%,-3%,-2%,1%,-19%,-3%
Cc1ccc(C)c(NC(=O)CSc2nnc(CNC(=O)c3cccs3)o2)c1,9%,-1,12%,-9%,0%,2%,1%,-1%,-1%,-3%
CCOC(=O)c1[nH]c2c(c1-c1ccccc1)C(=O)CC(c1ccc(OCC)cc1)C2 (stereo not drawn),-3%,6,10%,1%,-6%,-10%,-8%,-6%,13%,-17%
CC(=O)Nc1nc(SCC(=O)NCc2ccc(F)cc2)[nH]c(=O)c1NC(=O)c1cccs1,0%,11,18%,0%,-21%,-2%,5%,4%,?,0%
CCOC(=O)C1CCN(C(=O)c2ccc(S(=O)(=O)Nc3ccccc3OC)cc2)CC1,-1%,-11,·,-3%,·,-3%,6%,1%,·,1%
Cc1ccc(S(=O)(=O)N2CCCC(C(=O)NNCC(=O)Nc3cc(F)ccc3F)C2)cc1 (stereo not drawn),0%,-5,1%,0%,-2%,-1%,-4%,2%,-2%,-1%
CCN(CC)P(=O)(Nc1ccc(Br)cc1)c1c(C)nn(CCC#N)c1NC(=O)c1ccc(Cl)cc1 (stereo not drawn),-16%,13,-17%,-2%,-1%,-3%,-8%,8%,-4%,-1%
COc1cccc(COC(=O)C2CCN(S(=O)(=O)c3ccc(C)cc3)CC2)c1OC,18%,-3,·,1%,·,-4%,-1%,11%,·,1%
CCOc1ccc2ccccc2c1/C=N/NC(=O)CNC(=O)c1ccccc1O,-45%[inhibitor],-7,?,-5%,3%,-3%,-7%,-1%,1%,1%
Cc1ccc(NC(=O)Nc2ccc3c(c2)CCC3)c(C)c1,-32%,34,·,0%,-4%,4%,0%,-1%,1%,3%
N=c1c(C(=O)NCC2CCCO2)cc2c(=O)n3ccccc3nc2n1Cc1ccccc1Cl (stereo not drawn),2%,-6,·,-1%,?,3%,i,3%,8%,-8%
COc1ccc(NC(=O)c2ccc(C#CC(C)(C)O)cc2)cc1,-42%[inhibitor],35,-4%,1%,?,-1%[46.1 µM],0%,3%,25%,15%
CC(=O)OCc1c(C(F)(F)F)nn(C)c1Oc1cccc(C(F)(F)F)c1,-2%,6,-1%,-4%,18%,7%,2%,0%,-7%,-7%
COc1cc(OC)c(NC(C)C(=O)N2CCCC2)cc1Cl (stereo not drawn),-14%,-1,-9%,0%,-8%,0%,9%,-4%,5%,-15%
CC(=O)c1ccc(-n2nnnc2SCC(=O)N2CCN(C(=O)c3ccco3)CC2)cc1,-28%,-2,3%,1%,19%,-6%,3%,2%,2%,4%
O=C(Nc1ccccc1C(=O)O)c1ccc(CN2C(=O)c3ccccc3C2=O)cc1,41%,0,?,4%,-9%,8%,7%,3%,-23%,-7%
COc1ccccc1N1N=C(c2cccs2)CC1c1ccccc1 (stereo not drawn),4%,1,0%,2%,33%[activator],-4%[46.1 µM],·,?,-9%,16µM*
Cc1ccc(OCC(=O)Sc2ccc(C)cc2)cc1,3%,7,-4%,1%,-10%,0%,8%,4%,-3%,-1%
Cc1ccc(Cn2c(C(C)Nc3nc(-c4ccc(F)cc4)cs3)nc3cc(C(F)(F)F)ccc32)cc1 (stereo not drawn),1%,·,·,6%,·,0%,-21%,·,·,·
CN(NC1OC(=O)c2ccccc21)c1c([N+](=O)[O-])cc(C(F)(F)F)cc1[N+](=O)[O-] (stereo not drawn),30%,-5,·,0%,?,-2%,-1%,3%,-1%,-5%
COCCCNC(=O)CC1C[C@H](C(=O)N2CCOCC2)[C@@]2(C)c3[nH]c4ccc(OC)cc4c3CCN2C1=O (stereo partly drawn),6%,10,·,0%,·,1%[46.1 µM],11%,·,·,-12%
COCCCn1c(C)nnc1SCC(=O)Nc1ccc(C(C)=O)cc1,?,11,1%,-2%,1%,-2%,-1%,0%,-6%,2%
Cc1cc(C)n2c(SCC(=O)Nc3cc(C)on3)nnc2n1,7%,41,-1%,-3%,-6%,0%[46.1 µM],0%,-6%,-3%,3%
O=S(=O)(Nc1nccs1)c1cnc(Cl)c(Br)c1,-22%,18,10%,-4%,8%,-3%[46.1 µM],4%,2%,?,-4%
COc1ccc(C(=O)NNC(=S)NC(=O)c2cccc([N+](=O)[O-])c2)cc1,-12%,·,·,-1%,·,-1%,-1%,·,·,·
COc1ccc2[nH]c3nc(SCc4nnc(-c5ccc(C)cc5)o4)nnc3c2c1,10%[7.66 µM],-1,16%,1%,6%,2%,0%,-1%,7%,0%
C/C(=N\Nc1nc(C)cc(C)n1)c1ccc(N2CCOCC2)cc1,-28%,-2,3%,-2%,1%,1%,0%,-7%,-16%,29%
COc1ccc(C(C(=O)NCC2CCCO2)N(C(=O)CNC(=O)c2cccs2)c2ccc(C(C)=O)cc2)cc1OC (stereo not drawn),-13%,-25,?,0%,7%,-13%,2%,-1%,9%,3%
O=C(O)c1oc2ccccc2c1CSc1ccccn1,-25%,8,1%,-7%,-4%,4%,6%,4%,-7%,5%
O=C1c2ccccc2C(=O)N1CCSc1ncn[nH]1,-10%,44,-14%,-1%,?,-10%[46.1 µM],7%,11%,2%,·
CC(C)[C@H](NC(=O)C1CCN(S(=O)(=O)c2ccccc2)CC1)C(=O)NCc1ccccc1,15%,28,·,-6%,-8%,0%,-1%,-1%,-3%,21%
COc1ccc(CCNC(=O)CSCc2ccc(F)cc2)cc1OC,9%,0,-6%,1%,-6%,-3%[46.1 µM],3%,-6%,1%,-3%
CC(C)(C)OC(=O)N[C@@H](COCc1ccccc1)C(=O)N[C@@H](CO)[C@H](O)[C@@H]1C[C@@H]1C(=O)NC1CCCCC1,23%,42,-19%,4%,-2%,1%,1%,-1%,-5%,2%
CCOc1ccc(C(=O)CCC(=O)O)cc1,2%,-2,0%,-5%,3%,-2%,5%,-2%,-9%,4%
COc1ccc(CCNC(=O)CC2COc3ccccc3O2)cc1OC (stereo not drawn),12%,10,2%,-1%,?,0%,1%,0%,-9%,·
Nc1nc(C(F)(F)F)cc(=O)[nH]1,4%,-3,·,-4%,2%,6%,3%,-4%,-1%,0%
O=C(CCCc1ccccc1)NCc1ccc(F)cc1,-5%,-1,2%,-3%,·,2%[46.1 µM],5%,3%,0%,6%
O=C(CSc1nnc(Cc2ccccc2)o1)c1cc(F)ccc1F,1%,-5,-19%,0%,2%,-19%,-3%,-4%,-1%,5%
Cc1[nH]n(-c2cccc(Cl)c2)c(=O)c1C=NC12CN3CN(CN(C3)C1)C2,15%,12,8%,-6%,-7%,-12%,2%,-2%,-14%,4%
O=C(NCCN1C(=O)S/C(=C\c2ccc(OC(F)F)cc2)C1=O)C1=COCCO1,-6%,-14,·,-2%,·,1%,-3%,14%,·,-10%
COc1ccc(OC)c(NC(=O)CSc2nnc(-c3ccco3)n2-c2ccc(C(=O)O)cc2)c1,10%,-16,?,-6%,-6%,7%,2%,0%,-6%,14%
